# Y pestis TopoI – blocks Yersinia pestis topoisomerase I activity; Y. pestis Topo-I cleavage product accumulation, plate reader; activity, % at 10 µM; 360,000 tested, 0.064% active; AID 504884; in the data active = activity above about 50%, passing the limit was not always enough; inconclusive = no clear call, values can overlap the other calls; also: inactives centre near 2
# GDH-TPI inh – inhibits GDH-TPI coupling enzymes, artifact for Mtb FBA screen; GDH-TPI coupled enzyme counterscreen, NADH absorbance; inhibition, % at 4.8 µM; 360,000 tested, 1.2% active; in the data active = inhibition above about 30%;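 also: 0% = DMSO wells and 100% = wells lacking the enzyme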
# TcdB GH inh – TcdB glycohydrolase inhibition; 350,000 tested, 0.24% active; TcdB glycohydrolase enzymatic assay, plate reader; P18177; inhibition, % at 9.99 µM; in the data active = inhibition above about 10%
# BioA inh – BioA (M. tuberculosis) enzyme inhibition; 360,000 tested, 0.096% active; purified M. tuberculosis BioA enzyme, plate reader; inhibition, % at 9.99 µM; AID 602481; in the data active = inhibition above about 40%; inconclusive = no clear call, values can overlap the other calls
# Mtb UGM inh – blocks M. tuberculosis UGM enzyme; P9WIQ1; purified UGM, fluorescence polarization probe displacement; inhibition, % at 10 µM; 320,000 tested, 0.06% active; in the data active = inhibition above about 10%, passing the limit was not always enough; inconclusive = no clear call, values can overlap the other calls
# Mtb FBA inh – inhibits M. tuberculosis FBA enzyme | P9WQA3 | purified M. tuberculosis FBA, fluorescence read-out | inhibition, % at 1 µM | 360,000 tested, 2.3% active | AID 588726; in the data active = inhibition above about 27%;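 also: 0% = vehicle and 100% = reference inhibitor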
# FadD28 binding – inhibitors of Mycobacterium tuberculosis FadD28 bisubstrate binding | FadD28 bisubstrate probe binding, fluorescence polarization | inhibition, % at 12.5 µM | 360,000 tested, 0.22% active; in the data active = inhibition above about 8.5%, passing the limit was not always enough; inconclusive = no clear call, values can overlap the other calls
# BH1578 lux ind – inducers of Vibrio cholerae quorum light production without autoinducers; 350,000 tested, 0.16% active; activation, % at 18.7 µM; V. cholerae BH1578 lux reporter, luminescence, 6 h; AID 588436; in the data active = activation mostly above about 9.7%, no sharp cut-off; inconclusive = no clear call, values can overlap the other calls; inactive = mostly below about 3.7%; also: not every result past the cut was called active; inactives centre near 0; reference of the scale not given here
# PfHsp40 yeast – compounds rescuing yeast from Plasmodium falciparum HSP40 toxicity. S. cerevisiae expressing PfHsp40, growth rescue, ATP luminescence. growth rescue, % at 12.5 µM. 340,000 tested, 0.68% active. AID 504582; in the data active = growth rescue above about 28%, passing the limit was not always enough; inconclusive = no clear call, values can overlap the other calls;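 also: yeast W303a lacking pdr1 and pdr3 grown in galactose medium; growth measured after three days at 30 °C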
# The depositor's hits bear a star; i = inactive; ? = inconclusive; nt = not tested or not shown. This is a random part of the collection, and some 4.6% of all compounds hit somewhere here.
SMILES,Y pestis TopoI,GDH-TPI inh,TcdB GH inh,BioA inh,Mtb UGM inh,Mtb FBA inh,FadD28 binding,BH1578 lux ind,PfHsp40 yeast
CC[C@@]1(O)C(=O)OCc2c1cc1n(c2=O)Cc2cc3c(CN(C)C)c(O)ccc3nc2-1,0,34*,3.9,-114,34*,8,-0.5,3.8,0.8
CCOC(=O)N1CCN(C(=O)c2cc(-n3cnnc3)ccc2Cl)CC1,2,0,nt,0.4,-2.2,-4,-2.2,-0.6,-1.0
O=C(N/N=C\C=C\c1ccc2c(c1)OCO2)C1COc2cc3ccccc3cc2O1 (stereo unspecified),4,49*,nt,-0.8,-0.4,0,-0.6,-0.7,-0.2
CN(C)S(=O)(=O)c1ccc(C(=O)Nc2nnc(SCC(=O)NCC3CCCO3)s2)cc1 (stereo unspecified),-2,35*,0.4,-3.3,-0.3,-2,-0.4,i,-0.2
COC(=O)c1ccsc1NS(=O)(=O)c1ccccc1,9,-1,-0.6,1.4,-3.5,1,-0.9,0.6,2.7
O=C(COC(=O)c1cncc(Br)c1)NCc1ccco1,-1,-15,nt,nt,-1.1,-1,-3.6,-0.7,-0.8
CCCN(C(=O)c1cccc(-n2cccc2)c1)c1c(N)n(Cc2ccccc2)c(=O)[nH]c1=O,-2,4,2.6,-2.4,3.1,2,-0.4,-5.0,0.0
CCOCCCNC(=O)c1cc(-c2cccnc2)nc2ccc(S(=O)(=O)N3CCC(C)CC3)cc12,6,-2,0.1,-2.3,0.1,0,-4.4,-0.3,0.4
COc1cccc(C(=O)OCC(=O)NC(C)CCc2ccccc2)c1O (stereo unspecified),-7,-1,-0.2,-3.3,0.2,-1,-0.2,1.7,0.5
CC(C)(C)c1cc(C(=O)NCCCn2ccnc2)cc(C(C)(C)C)c1,8,-4,1.0,0.8,-1.1,1,0.5,1.7,-1.2
COc1ccccc1-c1c(C(F)(F)F)oc2c(CN(C)C)c(O)ccc2c1=O,5,14,0.3,-0.2,-2.7,3,0.5,-0.8,-1.9
CC(=O)Oc1ccc(C2OC(=O)c3ccccc3N2C(C)=O)cc1 (stereo unspecified),-2,5,nt,0.2,0.4,6,-1.9,6.2,-0.8
Cc1cc(C)n2nc(SC(C)C(=O)N3CCOCC3)nc2n1 (stereo unspecified),4,-2,-16,-0.8,nt,0,-4.5,-0.9,-0.5
CCn1ccnc1CN(C)Cc1cn[nH]c1-c1ccc(F)cc1F,3,1,0.8,-0.4,-2.3,91*,-2.0,-0.1,0.1
O=C(CCCOc1ccccc1)NNC(=O)c1ccc(Cl)cc1,4,16,-1.8,0.4,-0.8,2,-2.9,0.6,0.8
CC(=O)Nc1cccc(C(=O)OCc2ccc([N+](=O)[O-])cc2)c1,-12,-2,0.7,nt,-3.6,1,-3.6,i,0.9
Cc1ccc(-n2c(SCC(=O)O)nc3sc4c(c3c2=O)CC(C)(C)SC4)cc1,-2,17,1.7,-4.7,nt,3,-0.8,i,-1.2
COC(=O)c1cc(NC(=O)c2cc(C(C)(C)C)nn2Cc2cccc(C)c2)ccc1N1CCOCC1,20,7,1.1,-1.2,-1.4,1,-1.9,-0.2,0.9
COc1ccc(OC)c(S(=O)(=O)Oc2ccc(N)c3ccccc23)c1,1,20,0.8,1.7,1.9,1,-1.7,i,-0.8
Cc1ccc(C2C(C#N)=C(N)N(c3ncn[nH]3)C3=C2C(=O)CC(C)(C)C3)cc1 (stereo unspecified),-4,2,nt,-0.4,-1.1,-3,-17,i,-0.9
COc1ccc(S(=O)(=O)N2CCc3ccccc32)cc1C(=O)Nc1cc(S(C)(=O)=O)ccc1Cl,-4,6,0.8,-5.0,nt,4,0.1,i,-0.8
O=C(NC1CC2CCCC(C1)N2Cc1ccccc1)C1CCCCC1 (stereo unspecified),4,2,-0.1,nt,-0.6,1,0.6,-0.4,-0.9
CC1=C(C(=O)O)N2C(=O)C(NC(=O)CCCC(=O)O)C2SC1 (stereo unspecified),-8,-1,-0.5,nt,6.7,-3,-3.3,-0.8,-2.1
Cc1ccc(SCC(=O)Nc2cccc(-c3nnc(-c4ccco4)o3)c2)cc1,5,2,nt,nt,-1.4,-3,-4.1,i,4.4
COc1cc(/C=N/N2C(C)CCCC2C)cc(Br)c1O (stereo unspecified),-2,16,-6.6,-1.4,-1.2,-3,0.0,-0.2,-0.7

# 5 entries drawn at random from the list so far, as already listed:
SMILES,Y pestis TopoI,GDH-TPI inh,TcdB GH inh,BioA inh,Mtb UGM inh,Mtb FBA inh,FadD28 binding,BH1578 lux ind,PfHsp40 yeast
COc1ccc(OC)c(S(=O)(=O)Oc2ccc(N)c3ccccc23)c1,1,20,0.8,1.7,1.9,1,-1.7,i,-0.8
Cc1ccc(C2C(C#N)=C(N)N(c3ncn[nH]3)C3=C2C(=O)CC(C)(C)C3)cc1 (stereo unspecified),-4,2,nt,-0.4,-1.1,-3,-17,i,-0.9
Cc1cc(C)n2nc(SC(C)C(=O)N3CCOCC3)nc2n1 (stereo unspecified),4,-2,-16,-0.8,nt,0,-4.5,-0.9,-0.5
CC[C@@]1(O)C(=O)OCc2c1cc1n(c2=O)Cc2cc3c(CN(C)C)c(O)ccc3nc2-1,0,34*,3.9,-114,34*,8,-0.5,3.8,0.8
COc1cccc(C(=O)OCC(=O)NC(C)CCc2ccccc2)c1O (stereo unspecified),-7,-1,-0.2,-3.3,0.2,-1,-0.2,1.7,0.5

# Additional results.
SMILES,Y pestis TopoI,GDH-TPI inh,TcdB GH inh,BioA inh,Mtb UGM inh,Mtb FBA inh,FadD28 binding,BH1578 lux ind,PfHsp40 yeast
Cc1cc(NC(=O)CSc2nc3ccccc3[nH]2)no1,4,-4,nt,3.3,1.3,3,-0.3,-0.6,0.1
CCC1CCCCN1C(=O)COc1cc(=O)n(C)c2ccccc12 (stereo unspecified),5,-5,2.6,0.8,0.5,1,-2.6,2.8,0.1
COC(=O)CN1C(=S)N(c2ccc(OC)cc2)C(=O)/C1=C/c1ccc(N2CCOCC2)cc1,20,14,nt,nt,2.9,-11,-0.7,nt,0.0
CSC1=NCCN1C(=O)Cc1cccc2ccccc12,6,9,0.8,0.1,2.0,-3,-0.4,i,-1.3
CSC1=NC2C(N1)N(C)C(=O)N2C (stereo unspecified),-4,-5,nt,1.4,0.2,3,-3.7,i,-1.3
O=C(Nc1cccnc1)c1ccccc1F,-2,2,nt,0.5,-0.6,2,-2.0,-1.6,-0.3
COC(=O)c1cn(C(=O)c2ccccc2)c2ccccc12,11,1,-1.0,nt,1.9,0,-4.4,i,4.2
Cc1ccc(SCCN2CCN(C)CC2)cc1,1,11,-0.2,-1.5,-0.5,0,?,i,-0.5
COCCCN(C(=O)c1ccco1)c1nc(-c2cc(OC)ccc2OC)cs1,-1,15,nt,-1.6,-1.8,-8,-3.9,-0.3,2.3
O=C(Nc1ccc(F)c(Cl)c1)C1Cc2c(-c3ccc(Cl)cc3)ccnc2O1 (stereo unspecified),-1,-5,0.2,-0.7,nt,-1,-1.0,-0.3,nt
CCC1CCCCN1CCCNC(=O)c1ccc2nc(N3CCC(C)CC3)sc2c1 (stereo unspecified),14,5,1.2,-0.9,2.2,3,-0.7,-0.3,1.5
O=C(Cc1cccs1)Nc1nnc(COc2ccccc2)s1,3,4,nt,-1.2,-0.6,-1,0.8,-0.5,21
O=C(/C(C=Nc1cccc(C(F)(F)F)c1)=C(/O)c1ccco1)C(F)(F)F,-2,4,nt,-1.4,-1.4,-1,-3.0,-0.2,0.0
CCOc1ccccc1Oc1coc2cc(OC(=O)c3ccco3)ccc2c1=O,2,19,nt,-1.7,2.8,32*,-2.5,2.4,-2.3
O=C(OCc1ccc(Cl)cc1)c1ccccc1C(=O)c1ccccc1,7,13,nt,1.1,0.9,-1,-1.2,i,0.1
CCCCN1C(=O)/C(=C2/Sc3ccccc3N2C)S/C1=N\c1ncn[nH]1,-9,-10,0.3,nt,0.2,0,-3.8,-1.4,2.7
CC(C)Oc1ccccc1OC1(C)CCN(Cc2ccc(OC(F)(F)F)cc2)C1 (stereo unspecified),22,12,0.6,-0.9,nt,-1,-1.2,-0.5,nt
Oc1ccc(-c2cc(-c3ccc(O)cc3)nc(-c3ccccc3)n2)cc1,-1,2,1.8,0.4,-0.6,5,-3.0,1.5,2.3
CC(C)Cc1csc(NC(=O)c2ccccc2Cl)c1C(=O)O,4,2,nt,nt,4.1,-1,-0.8,0.1,1.0
O=C(NCc1ccco1)c1cc([N+](=O)[O-])cc([N+](=O)[O-])c1,-3,-4,nt,nt,2.9,5,-0.5,3.3,-1.6
C/C(=N\NC(=O)c1ccc(CN2CCOCC2)cc1)c1ccc([N+](=O)[O-])cc1,-2,9,1.3,1.6,0.7,-1,-2.5,1.6,0.3
C[C@H]1C(=O)N(C)CCN1C(=O)c1ccccc1OC1CCN(S(C)(=O)=O)CC1,0,-2,3.0,nt,3.3,3,-1.1,0.5,0.0
CCCn1c(SCC(=O)Nc2ccccc2C(=O)NC2CC2)n[nH]c1=O,0,3,-1.8,-0.2,0.8,1,-1.0,0.0,-1.2
Cc1ccc(CC2SC(N=C(N)N)=NC2=O)cc1 (stereo unspecified),1,2,-0.1,0.2,-1.8,1,0.3,i,-0.7
COc1ccc(/C=N\NC(=O)c2ccc(Cn3cc(Br)c([N+](=O)[O-])n3)o2)c(OC)c1C,-5,18,0.7,nt,0.7,1,-2.9,0.1,-0.3
# (cont.)
SMILES,Y pestis TopoI,GDH-TPI inh,TcdB GH inh,BioA inh,Mtb UGM inh,Mtb FBA inh,FadD28 binding,BH1578 lux ind,PfHsp40 yeast
CCCCc1nnc(NC(=O)CSc2nc(O)c(Cc3ccccc3)c(=O)[nH]2)s1,6,4,0.1,nt,0.4,5,-1.1,-0.6,-1.9
CCCCNC(=S)N/N=C/c1ccc(C#N)cc1,4,23,1.2,-0.7,2.9,0,-5.2,0.5,4.3
CCN1C(=O)CC(N2CCN(CC(=O)NC(C)C)CC2)C1=O (stereo unspecified),-14,10,nt,-3.6,-1.1,1,-0.4,i,1.4
Cc1ccc(-c2noc(CCCC(=O)NC3CCCCC3)n2)cc1,14,-2,0.2,-1.7,3.7,0,-3.5,-0.3,1.0
Cc1cc(C)c2c(c1)cc(C)c1nnc(SCC(=O)Nc3ccccc3N3CCOCC3)n12,37,0,nt,nt,-1.1,1,-3.8,-0.3,0.3
CCOC(=O)N1CCN(C(=O)c2ccc3c(c2)N(Cc2ccc(F)cc2)CCS3)CC1,28,17,5.2,2.1,0.7,12,-0.6,-0.3,0.9
Cc1nccn1CC(O)COc1ccc(Cl)cc1Cl (stereo unspecified),2,12,1.0,1.7,-1.3,-2,-3.1,-0.2,0.8
COc1ccc(NC(=O)CSc2nnc(Cc3cccs3)n2C)cc1,7,3,0.4,nt,3.4,1,-1.0,2.0,0.9
CCOC(=O)C1(Cc2ccccc2C)CCCN(C(=O)c2sccc2C)C1 (stereo unspecified),5,-7,1.0,-1.5,-0.4,5,0.0,i,-0.7
CCc1nc(N)c(C#N)c(-c2cccnc2)c1C,5,-1,nt,-0.9,-1.8,5,-3.8,-13,0.3
COC(=O)C1=C(c2ccc(C(C)=O)cc2)C[C@@H]2CC[C@H]1N2C(=O)NC1Cc2ccccc2C1,-1,10,nt,0.1,-1.2,3,-3.7,i,1.0
O=C(c1ccc(Cl)cc1)C1CCN(CC(=O)N2CCCCC2)CC1,13,5,0.6,-0.4,1.5,1,-0.3,2.8,-0.3
Cc1ccc(-n2c(C)nnc2SC(C)C(=O)N2CCCC2)cc1 (stereo unspecified),2,2,1.7,7.2,1.5,1,-1.8,-0.4,0.0
Nc1cc2c(cc1Br)-c1ccccc1C2=NO,6,17,2.7,0.6,nt,4,-1.4,i,47*
O=C(NC(=S)Nc1ccc(S(=O)(=O)Nc2ncccn2)cc1)c1cccc(Br)c1,7,0,-0.1,nt,1.0,2,-3.8,-0.2,0.9
COc1cccc(-c2cc(C(F)(F)F)nc(N3CCCCC3)n2)c1,5,-5,nt,-1.4,-0.2,1,-3.9,i,1.5
COc1ccccc1OCCOc1ccc(/C=N/n2cnnc2)cc1,13,-2,nt,nt,1.9,-2,-1.5,i,1.2
Cc1ccc(C(=O)NCCNS(=O)(=O)c2ccccc2[N+](=O)[O-])cc1,3,-3,1.0,0.4,-4.3,-3,-3.9,0.6,-0.3
c1ccc2c(CSCCc3ccncc3)cccc2c1,36,-3,nt,nt,3.9,1,-1.2,i,1.4
